esBAF inh: Bmi1 luciferase reporter increase in mESCs, primary screen, esBAF inhibitor project, mouse ES cells, Bmi1 luciferase knock-in, single point; 24 h; 100% = twice the neutral-well signal; reporter increase, % at 12.5 µM; actives 2% (n = 350,000); AID 602393, 2012; in the data active = activation above about 40%;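 also: 0% = median of the plate's neutral control wells and 100% = double that signal; a rise in the Bmi1 reporter signal indicates esBAF inhibition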
CASP6 VEID inh: human caspase-6 inhibitors, primary screen, biochemical, VEID-R110 fluorescence, single point, set 2; P55212; purified caspase-6, Z-VEID-R110 cleavage fluorescence; inhibition, % at 12.5 µM; actives 0.53% (n = 350,000);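 active = mean inhibition across replicates at least about 35%, with every replicate also reaching that limit, limit read from the data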;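 also: 0% = median of neutral control wells and 100% = no fluorescence left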
Target sequence (P55212 24-179 limits assumed): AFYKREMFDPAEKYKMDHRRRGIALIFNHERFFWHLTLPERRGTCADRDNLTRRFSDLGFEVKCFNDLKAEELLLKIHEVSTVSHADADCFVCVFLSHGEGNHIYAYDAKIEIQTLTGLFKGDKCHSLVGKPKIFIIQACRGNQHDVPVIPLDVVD
Target sequence (P55212 194-293 limits assumed): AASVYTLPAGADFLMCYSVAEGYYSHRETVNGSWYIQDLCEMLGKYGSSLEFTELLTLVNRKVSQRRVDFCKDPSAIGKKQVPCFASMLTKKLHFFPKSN
SIRT5 inh: SIRT5 desuccinylase inhibitors, primary screen, biochemical, fluorescence imaging, single point, set 5; NAD-dependent protein deacylase sirtuin-5, mitochondrial (Homo sapiens), Q9NXA8; Purified SirT5, succinyl-peptide AMC, trypsin-coupled fluorescence; inhibition, % at 15 µM; actives 1.1% (n = 330,000); AID 652115, 2013; in the data active = inhibition above about 15%
Target sequence (Q9NXA8 whole entry, looked up): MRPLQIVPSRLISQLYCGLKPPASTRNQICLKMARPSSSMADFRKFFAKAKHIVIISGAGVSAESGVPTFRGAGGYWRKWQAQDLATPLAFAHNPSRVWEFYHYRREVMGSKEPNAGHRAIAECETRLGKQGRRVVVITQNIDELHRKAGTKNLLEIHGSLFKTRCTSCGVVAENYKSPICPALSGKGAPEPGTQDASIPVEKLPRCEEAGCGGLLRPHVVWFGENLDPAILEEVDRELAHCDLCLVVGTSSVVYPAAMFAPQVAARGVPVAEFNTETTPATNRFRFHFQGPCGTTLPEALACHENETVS
Statin myotox sup: suppressors of statin myotoxicity in C2C12 myotubes, primary screen, cell-based, single point, plate reader; C2C12 myotubes + simvastatin, ATP luminescence, 48 h; scaled: DMSO 0, geranylgeraniol control 100; rescue of ATP level, % at 7.49 µM; AID 602340, 2012; actives 0.78% (n = 330,000);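 active = mean ATP rescue above about 67%, or every replicate alone reaching that limit, limit read from the data, passing the limit was not always enough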;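 also: myotubes were challenged with 10 µM simvastatin during compound exposure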
S100A4 inh HTS: inhibitors of S100A4-myosin IIA peptide binding, primary screen, biochemical, fluorescence polarization, TAMRA-MyoIIA peptide; actives 0.14% (n = 360,000); inhibition, % at 10.7 µM; Protein S100-A4 (Homo sapiens), P26447;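 active = mean inhibition of at least 70% across replicates, with every replicate also reaching that level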
Target sequence (P26447 whole entry, looked up): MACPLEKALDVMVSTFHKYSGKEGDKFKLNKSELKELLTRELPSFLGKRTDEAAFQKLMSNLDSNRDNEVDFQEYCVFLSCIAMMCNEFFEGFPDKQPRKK
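Test system: S100A4 monomer protein; Medium: HEPES pH 7.2 with CaCl2, KCl, NaCl, DTT, Triton; Probe or stimulus: TAMRA-labelled myosin IIA heavy-chain peptide probe, 5 nM; Doses: one dose per compound; Times: polarization read 5 min after assay mix addition, stable 5–60 min; Benchmarks: neutral control DMSO, positive control TFP.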
FN deposit inh: inhibitors of fibronectin matrix deposition, primary screen, AH1F cells, Alexa488-fibronectin fluorescence, plate reader. actives 0.086% (n = 350,000). AH1F fibroblasts, overnight. inhibition, % at 12.6 µM;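 active = mean inhibition across replicates of 30% or more, regardless of how many single replicates reach that level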;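 also: positive control wells lacked labelled fibronectin entirely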
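Material: AH1F fibroblast monolayer depositing Alexa488-labelled fibronectin into matrix | Input: 10000 AH1F cells/well | Medium: DMEM plus 2% serum, read in PBS | Reagent: Alexa488-fibronectin, 24 nM final in well | Compound dosing: One dose per compound, pinned | Schedule: 1 h adhesion, overnight exposure | Measured by: Fluorescence at 485 nm excitation, 525 nm emission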
LGR2 antag: inhibitors of bursicon-induced LGR2 CRE-luciferase signal, primary screen, cell-based, HEK293, CRE-luciferase reporter, bursicon stimulation. Drosophila bursicon receptor LGR2 (rickets). bursicon-stimulated, 4 h. inhibition, % at 9.99 µM. actives 0.35% (n = 380,000). AID 720647, 2013;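 active = drop in luminescence signal, shown as inhibition above about 50% in the replicate tests, limit read from the data, passing the limit was not always enough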;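 also: agonist challenge used bursicon conditioned medium at about half maximal strength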
An asterisk follows results filed as active; · = no result given.

SMILES	esBAF inh	CASP6 VEID inh	SIRT5 inh	Statin myotox sup	S100A4 inh HTS	FN deposit inh	LGR2 antag
CCCCc1cc(=O)oc2cc(OCC(=O)NCc3ccccn3)c(Cl)cc12	-9	-2	-2	-17	-2	-3	9
O=C(C1=C(O)C(=O)N(CCN2CCOCC2)C1c1ccc(F)cc1)c1cc2ccccc2o1 (configuration not stated)	4	·	-4	20	0	-4	3
Cc1cc(NC(=O)c2ccc(Cn3cc([N+](=O)[O-])cn3)o2)no1	·	3	2	·	-4	3	-4
CC(=O)Nc1ccc(N(C)S(C)(=O)=O)cc1	-6	1	2	-9	3	0	2
Cc1ccc(NC2CC(=O)N(c3cccc([N+](=O)[O-])c3)C2=O)cc1 (configuration not stated)	·	1	-2	·	2	·	-20
C[C@@H]1CN([C@@H](C)CO)C(=O)c2cc(NC(=O)NC3CCCCC3)ccc2O[C@@H]1CN(C)C	-2	1	1	5	3	·	16
CC(C)NC(=O)Nc1ccc2c(c1)C(=O)N([C@H](C)CO)C[C@@H](C)[C@H](CN(C)C(=O)CCC(F)(F)F)OCCCC[C@@H](C)O2	·	1	1	·	11	4	5
CCOC(=O)C(=CNc1ccc(S(N)(=O)=O)cc1)C(=O)OCC	-7	-4	-2	1	-1	15	-8
C/C(=N\NC(=O)Cn1c(-c2ccccn2)nc2ccccc21)c1ccccc1	·	1	-2	·	1	-6	-10
O=C(COC(=O)C1=COCCO1)Nc1cc(Cl)c(Cl)cc1Cl	-4	0	-3	2	-5	1	-2
Cc1csc(NC(=O)C2CC(=O)N(Cc3ccco3)C2)n1 (configuration not stated)	·	·	1	·	-1	3	-6
CC(OC(=O)CNC(=O)C1CCCCC1)C(=O)NCc1ccccc1 (configuration not stated)	·	0	·	4	0	-17	-5

Part of the list above, reduced to FN deposit inh and CASP6 VEID inh.
compound	FN deposit inh	CASP6 VEID inh
CCCCc1cc(=O)oc2cc(OCC(=O)NCc3ccccn3)c(Cl)cc12	-3	-2
O=C(C1=C(O)C(=O)N(CCN2CCOCC2)C1c1ccc(F)cc1)c1cc2ccccc2o1 (configuration not stated)	-4	·

Next part.
SMILES	esBAF inh	CASP6 VEID inh	SIRT5 inh	Statin myotox sup	S100A4 inh HTS	FN deposit inh	LGR2 antag
CO[C@H]1CN(C)C(=O)c2ccc(NS(C)(=O)=O)cc2OC[C@H](C)N(C(=O)C2CCOCC2)C[C@H]1C	-2	1	3	-1	2	4	3
CCC(=O)N(C)C[C@@H]1[C@@H](c2ccc(-c3cccnc3)cc2)[C@H](CO)N1C(C)=O	1	7	2	3	1	-12	-21
CNC[C@H]1OCCCC[C@@H](C)Oc2ccc(NC(=O)c3ccncc3)cc2C(=O)N([C@H](C)CO)C[C@@H]1C	-2	-3	6	-28	-2	·	22
Cc1cccc(OCCC(=O)OCC(=O)Nc2c(C)nn(-c3ccccc3)c2C)c1	5	-5	-2	-7	3	0	1
Cc1cc(C)n(-c2ccc(C(=O)Nc3cccc([N+](=O)[O-])c3)cc2)n1	·	0	-2	·	1	4	-1
CCC(=O)Nc1ccc2c(c1)C(=O)N(C)[C@H]1CC[C@H](CC(=O)NC3CCCC3)O[C@H]1CO2	4	1	-12	9	-8	-12	-2
O=C(OCc1cc(=O)n2cc(Br)ccc2n1)c1ccc(Cl)c(S(=O)(=O)NCc2ccccc2)c1	3	1	-2	2	1	-5	-3
Cc1ccc(C(=O)NC(C)C2CC3CCC2C3)c(C)c1 (configuration not stated)	31	0	-5	-1	5	-5	-43
O=C(CCCc1ccccc1)Nc1ccnn1C1CCN(Cc2ccccc2)CC1	1	-2	5	-22	4	5	-2
CCOC(=O)c1nnn(-c2nonc2N)c1-c1ccc(OCC)cc1	-3	·	·	-20	·	·	10
CCOc1ccc(N2C(=O)CC(N3CCOCC3)C2=O)cc1 (configuration not stated)	-4	3	-5	-3	-5	·	·
C[C@@H]1CN([C@H](C)CO)C(=O)c2c(c3ccccc3n2C)-c2ccccc2CO[C@@H]1CN(C)Cc1ccc2c(c1)OCO2	·	2	12	·	4	-8	14
CCOC(=O)C1CCN(Cc2cc(=O)oc3c(C)c(C)ccc23)CC1	-2	5	3	-24	-3	-5	-7
O=S(=O)(NCC1(N2CCOCC2)CCCCC1)c1ccc(F)cc1	0	1	0	-5	1	-13	-4
COc1ccc(/C=C/C(=O)c2cc3c(cc2N)OCO3)cc1	·	7	-1	·	-5	-15	-44
O=C(N/N=C/c1cc([N+](=O)[O-])ccc1O)c1ccncc1	6	-4	-1	6	9	5	-3
CCOC(=O)C1CCN(S(=O)(=O)c2ccc(C)c(C(=O)NC3CCCCC3)c2)CC1	·	3	-2	·	3	8	-6
Cc1ccc(S(=O)(=O)N(C)C[C@@H]2Oc3ccc(NS(C)(=O)=O)cc3C(=O)N([C@@H](C)CO)C[C@H]2C)cc1	-1	1	6	·	7	-1	-4
O=C(Cc1ccncc1)NCC[C@@H]1CC[C@@H](NC(=O)C2CCCCC2)[C@H](CO)O1	-3	0	3	3	6	·	-30
COCCSc1ccccc1C(=O)Nc1ccc2c(c1)OCO2	·	-3	-2	·	-37	10	1
O=C(c1ccco1)N1CCN(C(=O)C2CC2)CC1	6	-2	-1	-5	4	2	9
O=S(=O)(N/N=C\c1ccc2c(c1)OCO2)c1ccccc1	6	-2	1	4	-3	·	-3
COc1ccccc1NC(=O)C(=O)NCCC1CCCCN1S(=O)(=O)c1ccc(F)cc1 (configuration not stated)	2	-1	-1	6	-11	2	16
CN(C)C(=O)c1ccc(-c2ccc([C@@H]3[C@H](C#N)N(C(=O)C4CC4)[C@H]3CO)cc2)cc1	5	-2	3	-11	-6	8	4

Rewritten in markdown: entries from further up
| Molecule | esBAF inh | CASP6 VEID inh | SIRT5 inh | Statin myotox sup | S100A4 inh HTS | FN deposit inh | LGR2 antag |
| --- | --- | --- | --- | --- | --- | --- | --- |
| C[C@@H]1CN([C@H](C)CO)C(=O)c2c(c3ccccc3n2C)-c2ccccc2CO[C@@H]1CN(C)Cc1ccc2c(c1)OCO2 | · | 2 | 12 | · | 4 | -8 | 14 |
| CCOC(=O)C1CCN(Cc2cc(=O)oc3c(C)c(C)ccc23)CC1 | -2 | 5 | 3 | -24 | -3 | -5 | -7 |
| O=S(=O)(NCC1(N2CCOCC2)CCCCC1)c1ccc(F)cc1 | 0 | 1 | 0 | -5 | 1 | -13 | -4 |
| COc1ccc(/C=C/C(=O)c2cc3c(cc2N)OCO3)cc1 | · | 7 | -1 | · | -5 | -15 | -44 |
| O=C(N/N=C/c1cc([N+](=O)[O-])ccc1O)c1ccncc1 | 6 | -4 | -1 | 6 | 9 | 5 | -3 |
| CCOC(=O)C1CCN(S(=O)(=O)c2ccc(C)c(C(=O)NC3CCCCC3)c2)CC1 | · | 3 | -2 | · | 3 | 8 | -6 |
| Cc1ccc(S(=O)(=O)N(C)C[C@@H]2Oc3ccc(NS(C)(=O)=O)cc3C(=O)N([C@@H](C)CO)C[C@H]2C)cc1 | -1 | 1 | 6 | · | 7 | -1 | -4 |
| O=C(Cc1ccncc1)NCC[C@@H]1CC[C@@H](NC(=O)C2CCCCC2)[C@H](CO)O1 | -3 | 0 | 3 | 3 | 6 | · | -30 |
| COCCSc1ccccc1C(=O)Nc1ccc2c(c1)OCO2 | · | -3 | -2 | · | -37 | 10 | 1 |
| O=C(c1ccco1)N1CCN(C(=O)C2CC2)CC1 | 6 | -2 | -1 | -5 | 4 | 2 | 9 |
| O=S(=O)(N/N=C\c1ccc2c(c1)OCO2)c1ccccc1 | 6 | -2 | 1 | 4 | -3 | · | -3 |
| COc1ccccc1NC(=O)C(=O)NCCC1CCCCN1S(=O)(=O)c1ccc(F)cc1 (configuration not stated) | 2 | -1 | -1 | 6 | -11 | 2 | 16 |
| CN(C)C(=O)c1ccc(-c2ccc([C@@H]3[C@H](C#N)N(C(=O)C4CC4)[C@H]3CO)cc2)cc1 | 5 | -2 | 3 | -11 | -6 | 8 | 4 |

(more compounds)
SMILES	esBAF inh	CASP6 VEID inh	SIRT5 inh	Statin myotox sup	S100A4 inh HTS	FN deposit inh	LGR2 antag
COc1cccc(C(=O)NCC2CCCN2S(=O)(=O)c2cccs2)c1 (configuration not stated)	5	-1	0	-1	-9	6	0
COc1ccc(S(=O)(=O)Nc2ccc3c(c2)C(=O)N([C@H](C)CO)C[C@H](C)[C@@H](CN(C)C(=O)NC2CCCCC2)OCCCC[C@H](C)O3)cc1	11	8	9	·	13	9	-5
Cc1cccc(-c2ccc([C@@H]3[C@@H](CO)N4C(=O)CN(C(=O)Cc5ccccn5)C[C@@H]34)cc2)c1	·	0	-1	·	-12	·	10
CCOC(=O)C1(Cc2ccccc2)CCN(Cc2cccc3c2OCO3)CC1	·	2	-3	·	-9	-1	24
COc1ccc(CNC(=O)COC(=O)CCCOc2ccc(Cl)cc2Cl)cc1OC	-1	·	·	-2	·	-9	-5
O=C(Nc1cccn2ncnc12)C(F)(F)F	7	-4	-2	10	-1	·	-5
C[C@@H](NC(=O)C[C@H]1C[C@@H]2c3cc(N(C)C)ccc3O[C@@H]2[C@H](CO)O1)c1ccccc1	2	7	2	5	3	·	13
O=C(Nc1nc2ccccc2s1)C1CC(=O)N(c2ccc(F)cc2)C1 (configuration not stated)	-5	·	·	8	·	0	·
Cc1[nH]c2ccccc2c1-c1nc(N)sc1C	-1	0	-2	-7	-5	5	-6
Cc1cccc(OCC(=O)NCCCNC(=O)c2cccnc2)c1	-3	0	-4	-4	-3	1	1
COc1ccc(C(=O)Nc2ccccc2C(=O)N2CCCCC2C)cc1 (configuration not stated)	·	-2	0	·	3	-5	8
COc1cccc(C#Cc2ccc3c(c2)[C@@H]2[C@@H](CCN2C(=O)CC2CC2)[C@@H](CO)N3)c1	9	-1	3	25	-7	6	-21
O=C(O)c1cccc(NC(=O)c2ccccc2NC(=O)c2ccccc2F)c1	-8	0	-1	14	6	1	15
C[C@H](O)C#Cc1ccc2c(c1)O[C@H](CN(C)C(=O)Nc1ccccc1)[C@@H](C)CN([C@@H](C)CO)S2(=O)=O	-4	1	1	-48	16	-40	15
CC(C)C[C@H]1CN([C@@H](Cc2ccccc2)CN2CCC[C@@H]2CN2C(=O)C(=O)NC[C@@H]2Cc2ccc(O)cc2)C(=O)C(=O)N1CC1CCCCCC1	-7	6	·	12	-5	·	0
CC1CCCC(C)N1CCCNC(=O)Cn1ncc2c([nH]c3ccccc32)c1=O (configuration not stated)	5	-4	-3	1	12	4	7
COc1ccc(CN(C)C[C@@H]2Oc3ccc(NC(=O)Cc4ccccc4)cc3C(=O)N([C@@H](C)CO)C[C@H]2C)cc1	-5	-3	3	-15	27	·	8
COC(=O)c1c(NC(=O)CN2C(=O)c3ccccc3C2=O)sc(Cc2ccc3c(c2)OCO3)c1C	4	-3	1	-5	-5	3	6
COc1cc(-c2nnc3sc(-c4ccco4)nn23)cc(OC)c1OC	-2	7	-4	7	-2	4	2
COc1cc(Cn2c3ccc(NC(=O)CC(C)c4ccccc4)cc3c(=O)n2C)ccc1F (configuration not stated)	4	·	-16	-4	-3	3	1
O=[N+]([O-])c1cc(S(=O)(=O)N2CCCC2)ccc1OCCOc1ccccc1	-5	2	1	-13	0	12	-3
CCOC(=O)c1c(NC(=O)C(Sc2ccccc2)c2ccccc2)sc(C(N)=O)c1C (configuration not stated)	-4	·	·	41	·	2	·
COCC(=O)Nc1ccc2c(c1)[C@H]1C[C@@H](CC(=O)N3CCc4ccccc4C3)O[C@H](CO)[C@H]1O2	-1	-2	10	6	5	·	-3
NNc1ccc(Cl)nn1	8	-5	2	-3	-5	-1	7
Cc1ccc(S(=O)(=O)Nc2c(C)ccc3nsnc23)cc1	-3	·	·	11	·	4	·
CCC1(C)CC2(CCCN(CCC(O)(c3ccccc3)c3ccccc3)C2)CCO1 (configuration not stated)	·	-2	1	·	1	3	11

Not all compounds are listed (hit frequency here may not be typical).
